FN deposit inh: fibronectin deposition inhibition; inhibition, % at 12.6 µM; AH1F fibroblasts, Alexa488-fibronectin deposition fluorescence, overnight; hit rate 0.086% among 350,000;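 active = mean inhibition across replicates of 30% or more, regardless of how many single replicates reach that level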;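 note: positive control wells lacked labelled fibronectin entirely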
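Material: AH1F fibroblast monolayer depositing Alexa488-labelled fibronectin into matrix / Amount: 10000 AH1F cells per well / Signal: fluorescence 485/525 nm / Medium: DMEM, 2% serum / Compound: single dose, pinned / Incubation: 1 h cell adhesion before compound, then overnight fibronectin incubation / Reagent: Alexa488-FN, 24 nM final / Read-out: inhibition of fibronectin deposition signal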
PAX8 inh HTS: lowers PAX8-driven luciferase in RMG-I cells; hit rate 1.2% among 360,000; RMG-I TPO-luciferase reporter, SteadyGlo, 24 h; inhibition, % at 12.6 µM; AID 652154;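 active = mean replicate inhibition at least 60% with every replicate also reaching 60%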;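 note: luciferase light reporting Pax8 driven TPO promoter activity; plate controls were median of neutral control wells for no effect and mitoxantrone controls for full effect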
EWS-Fli block: inhibitors of EWS/Fli oncoprotein transcriptional activity; A673 NR0B1-luciferase reporter, viability-normalised; inhibition, % at 12.6 µM; hit rate 0.67% among 350,000; AID 651661;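 active = mean inhibition of at least 50% after viability correction, with every replicate also passing that limit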;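 note: firefly luciferase signal divided by Alamar Blue viability fluorescence both relative to DMSO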
PGC1a acetyl inh: lowers PGC1a acetylation signal in U2OS cells; hit rate 0.17% among 350,000; AlphaScreen anti-acetyl-lysine; with virally co-expressed GCN5 acetyltransferase; inhibition, % at 15.6 µM; AID 651687;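 active = every replicate shows inhibition of at least 40%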;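 note: 0% = neutral control wells and 100% = positive control wells; some results beyond the cut were filed as inactive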
ERAP1 inh: blocks human ERAP1 aminopeptidase activity. recombinant ERAP1, Leu-AMC fluorescence, 60 min. inhibition, % at 10.7 µM. hit rate 0.15% among 340,000. AID 652197;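 active = mean replicate inhibition of at least 30%, or all replicates individually reaching that 30% level; inactive = mean below 30% and not every replicate reaching it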;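 note: 0% = neutral control wells and 100% = L-leucinethiol positive control wells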
Target sequence (Q9NZ08 whole entry, looked up): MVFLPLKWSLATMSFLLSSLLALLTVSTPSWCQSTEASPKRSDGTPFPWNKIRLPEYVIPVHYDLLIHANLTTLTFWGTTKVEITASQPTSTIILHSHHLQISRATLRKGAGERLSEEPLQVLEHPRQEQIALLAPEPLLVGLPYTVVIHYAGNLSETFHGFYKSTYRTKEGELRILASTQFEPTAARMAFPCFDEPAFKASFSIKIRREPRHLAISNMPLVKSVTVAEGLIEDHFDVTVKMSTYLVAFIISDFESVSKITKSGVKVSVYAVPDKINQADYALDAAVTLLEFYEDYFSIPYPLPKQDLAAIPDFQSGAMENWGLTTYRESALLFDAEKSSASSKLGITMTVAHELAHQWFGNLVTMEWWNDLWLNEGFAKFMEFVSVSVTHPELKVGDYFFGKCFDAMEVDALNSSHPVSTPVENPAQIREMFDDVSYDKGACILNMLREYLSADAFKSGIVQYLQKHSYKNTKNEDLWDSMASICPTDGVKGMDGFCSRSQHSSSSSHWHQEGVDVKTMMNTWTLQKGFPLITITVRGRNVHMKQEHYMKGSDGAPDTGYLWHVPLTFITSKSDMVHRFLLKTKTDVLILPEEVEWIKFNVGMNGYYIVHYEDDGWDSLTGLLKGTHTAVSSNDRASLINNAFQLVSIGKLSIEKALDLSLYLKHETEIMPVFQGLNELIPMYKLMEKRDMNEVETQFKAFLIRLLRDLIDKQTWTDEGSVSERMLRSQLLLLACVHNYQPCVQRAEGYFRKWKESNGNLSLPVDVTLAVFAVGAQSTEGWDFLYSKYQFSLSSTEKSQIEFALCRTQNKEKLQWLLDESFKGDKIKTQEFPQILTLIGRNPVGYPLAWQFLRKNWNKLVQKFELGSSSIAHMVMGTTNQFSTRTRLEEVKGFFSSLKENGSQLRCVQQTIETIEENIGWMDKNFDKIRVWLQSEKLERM
S100A4 MyoIIA: S100A4-myosin IIA interaction inhibition. inhibition, % at 10.7 µM. hit rate 0.14% among 360,000. S100A4/TAMRA-MyoIIA peptide fluorescence polarization;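 active = mean inhibition of at least 70% across replicates, with every replicate also reaching that level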
Target sequence (P26447 whole entry, looked up): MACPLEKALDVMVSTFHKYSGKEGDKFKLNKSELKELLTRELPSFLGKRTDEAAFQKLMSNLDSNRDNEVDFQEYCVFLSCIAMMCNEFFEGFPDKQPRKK
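Material: S100A4 monomer protein / Buffer or medium: 50 mM HEPES pH 7.2, 10 mM CaCl2, 100 mM KCl / Times: 5 min incubation before reading / Benchmarks: neutral control DMSO, positive control TFP / Reagent: labelled myosin peptide probe, 5 nM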
LGR2 antag: inhibitors of bursicon-induced Drosophila LGR2 receptor cAMP signaling; HEK293 LGR2, CRE-luciferase, bursicon-stimulated, 4 h; AID 720647; hit rate 0.35% among 380,000; inhibition, % at 9.99 µM;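 active = drop in luminescence signal, shown as inhibition above about 50% in the replicate tests, limit read from the data, passing the limit was not always enough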;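 note: agonist challenge used bursicon conditioned medium at about half maximal strength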
PglD inh: blocks C. jejuni PglD acetyltransferase activity. purified PglD enzyme, DTNB colorimetric CoA detection. inhibition, % at 12.5 µM. hit rate 0.098% among 360,000. AID 602405; in the data active = inhibition above about 16%, passing the limit was not always enough; note: strong numbers were not always called active
An asterisk follows results filed as active; / = no result given.

SMILES	FN deposit inh	PAX8 inh HTS	EWS-Fli block	PGC1a acetyl inh	ERAP1 inh	S100A4 MyoIIA	LGR2 antag	PglD inh
CN1CCN(C(=O)C[C@H]2CC[C@@H]3[C@H](COc4ccc(NC(=O)c5cccs5)cc4C(=O)N3C)O2)CC1	-4	2	-3	4	1	3	9	-2
Cc1cc(C(=O)CCl)c(C)n1CC1COc2ccccc2O1 (stereo unspecified)	/	2	38	-10	-4	-5	28	5
CCc1nnc(SCc2ccc([N+](=O)[O-])cc2)nc1CC	5	16	-5	-5	/	/	-4	-5
CCn1cc(CN2CCc3c([nH]c4ccccc34)C2c2cccc(OC)c2)c(C)n1 (stereo unspecified)	2	32	11	-5	-11	-3	-4	/
COc1ccc(S(=O)(=O)N(C)CC(=O)NC2CC2)cc1OC	-3	0	/	5	0	-1	-1	1
CCOc1ccc(NC(=O)Cn2nnc(C(=O)NCc3cccs3)c2N)cc1	-8	-10	1	-4	3	0	4	-3
COc1ccccc1NC(=O)CSCc1cc(=O)n2c(C)csc2n1	6	-7	/	27	3	3	4	-1
CC(=O)c1cc(C)ccc1OC(=O)c1ccncc1	0	-6	-14	-1	-1	1	-15	6
COc1ccc(N(CC(=O)NC2CCCCC2)C(=O)c2snc(C(N)=O)c2N)cc1	-4	4	2	-13	2	-4	-4	2
CC1CCN(c2ccc(NC(=O)c3ccc([N+](=O)[O-])o3)cc2)CC1	19	36	13	9	2	-2	2	3
CCn1c(=O)c2sccc2n2c(CCCC(=O)NCCc3ccc(S(N)(=O)=O)cc3)nnc12	1	-2	5	-5	4	-1	-6	-2
CC(C)N(Cc1ccccc1)C(=O)COC(=O)c1ccccc1SCC(=O)N1CCCC1	-1	5	2	/	0	-2	9	/
CC1([N+](=O)[O-])COC(c2cccc3ccccc23)OC1 (stereo unspecified)	6	-1	1	-1	0	6	5	2
O=C(Cc1ccccn1)NCC[C@@H]1CC[C@H](NC(=O)CN2CCOCC2)[C@@H](CO)O1	-23	-3	2	-1	2	3	7	2
CCN(CC)CCCn1c(=S)[nH]c2ncccc2c1=O	0	-18	/	16	/	/	/	-1
C[C@H]1CN([C@@H](C)CO)C(=O)c2cc(NC(=O)C3CC3)ccc2O[C@@H]1CN(C)S(=O)(=O)c1ccccc1	-4	8	-10	4	-2	-5	-12	-1
N#C/C(=C/C1=C(N2CCOCC2)C(=C/c2cccc([N+](=O)[O-])c2)/CC1)C(=O)Nc1ccccc1F	-2	-18	-8	12	2	-15	-1	/
O=C(Nc1ccc(S(=O)(=O)Nc2ncccn2)cc1)c1ccccc1Cl	2	3	-4	8	0	7	-5	1
C[C@H]1COC(=O)[C@@H](Cc2ccc(F)cc2)CC/C=C/C[C@@H](CC(=O)N(CCO)Cc2ccccc2)C(=O)N1	-3	0	-5	/	0	-6	-11	-6
Clc1ccc(-c2cnc3cccnn23)cc1	9	-1	-14	24	-5	9	-16	4
Cc1ccn2cc(-c3ccc4c(c3)NC(=O)CO4)nc2c1	3	-121	-38	4	-2	-9	-17	/
CC(=O)Nc1cncc(-c2ccccc2N(C)C)n1	-1	-8	0	/	4	1	-11	1
CC(C)C(=O)Nc1ccc(C(=O)NNC(=O)NC2CCCCC2)cc1	/	/	0	-2	-1	0	-1	-3
O=C1NCCN(Cc2cccc(Oc3ccccc3)c2)C1CC(=O)N1CCCO1 (stereo unspecified)	5	14	-1	1	-6	-5	/	-1
Cc1ccc(S(=O)(=O)N2[C@@H](c3ccc(Cl)cc3)C(C(=O)O)=CC[C@H]2c2ccc(Cl)c(Cl)c2)cc1	-5	-13	3	0	-1	8	0	-3
CN(Cc1ccccc1)C(=O)[C@@H]1CCCN1C(=O)[C@@H]1CCCN1C(=O)c1ccc(Cl)cc1	0	-11	12	/	-5	-4	-5	/
COc1ccc(NC(=O)C2CCN(c3nc(C)cc(C)n3)CC2)cc1	-3	7	/	13	/	/	/	4
CCOC(=O)N1CCN(C(=O)c2cc(COc3cccc(C(C)=O)c3)on2)CC1	5	-61	/	-1	-3	6	-19	0
CC(=O)N1CC2(C1)[C@H](c1ccc(-c3cccc(C#N)c3)cc1)[C@H](CO)N2CCC(F)(F)F	10	3	-3	-2	-1	-4	6	/
Cc1cccc(/C=C/c2nc3ccccc3c(=O)n2Cc2ccccc2)c1	5	-19	1	/	-4	4	-4	/
NC(=O)Cc1ccc2c(c1)[nH]c1ccccc12	-8	1	-8	-116	-1	1	-11	0
C[C@H](O)C#Cc1ccc2c(c1)O[C@H](CN(C)C(=O)CN(C)C)[C@@H](C)CN([C@H](C)CO)S2(=O)=O	/	/	-8	18	0	2	-3	23
COc1ccc2c3c(n(C)c2c1)[C@H](CO)N(CC1CCCC1)CC31CN(C(=O)Nc2ccccc2)C1	8	11	0	-47	0	2	0	/
O=C(CCNC(=O)N1CCn2c1nc1ccccc12)NCc1ccc(Cl)cc1	5	2	-8	2	1	3	13	-1
O=C(CN(Cc1ccc(F)cc1)C(=O)CCC(=O)Nc1nccs1)NCc1ccccc1	-2	18	3	-7	-2	-5	21	-1
Cc1ccc(C(=O)NNC(=O)CCCN2C(=O)/C(=C/c3ccccc3Cl)SC2=S)cc1	0	19	31	/	/	/	9	-2
CCN1CCN(CCCNC(=O)c2cn(CCOC)c(=O)c3c2c2ccccc2n3C)CC1	/	/	-3	1	1	1	2	-4
Cc1ccc(-n2c(CNc3ccc(F)cc3)nnc2SCC(=O)O)cc1	5	10	2	0	1	0	3	-1
COC(=O)c1cccc(C(=O)N2CCCC(Nc3ccc4c(c3)OCCO4)C2)c1 (stereo unspecified)	-3	-4	/	-1	0	-2	-1	4
CCCCn1nnnc1C(c1cc2ccccc2o1)N1CCOCC1 (stereo unspecified)	-12	-16	-3	/	-1	1	18	/

14 structures from above, ordered by length of the SMILES, smallest number first.
SMILES	FN deposit inh	PAX8 inh HTS	EWS-Fli block	PGC1a acetyl inh	ERAP1 inh	S100A4 MyoIIA	LGR2 antag	PglD inh
NC(=O)Cc1ccc2c(c1)[nH]c1ccccc12	-8	1	-8	-116	-1	1	-11	0
CCCCn1nnnc1C(c1cc2ccccc2o1)N1CCOCC1 (stereo unspecified)	-12	-16	-3	/	-1	1	18	/
Cc1ccn2cc(-c3ccc4c(c3)NC(=O)CO4)nc2c1	3	-121	-38	4	-2	-9	-17	/
Cc1ccc(-n2c(CNc3ccc(F)cc3)nnc2SCC(=O)O)cc1	5	10	2	0	1	0	3	-1
Cc1cccc(/C=C/c2nc3ccccc3c(=O)n2Cc2ccccc2)c1	5	-19	1	/	-4	4	-4	/
O=C1NCCN(Cc2cccc(Oc3ccccc3)c2)C1CC(=O)N1CCCO1 (stereo unspecified)	5	14	-1	1	-6	-5	/	-1
COC(=O)c1cccc(C(=O)N2CCCC(Nc3ccc4c(c3)OCCO4)C2)c1 (stereo unspecified)	-3	-4	/	-1	0	-2	-1	4
CCOC(=O)N1CCN(C(=O)c2cc(COc3cccc(C(C)=O)c3)on2)CC1	5	-61	/	-1	-3	6	-19	0
CCN1CCN(CCCNC(=O)c2cn(CCOC)c(=O)c3c2c2ccccc2n3C)CC1	/	/	-3	1	1	1	2	-4
Cc1ccc(C(=O)NNC(=O)CCCN2C(=O)/C(=C/c3ccccc3Cl)SC2=S)cc1	0	19	31	/	/	/	9	-2
CN(Cc1ccccc1)C(=O)[C@@H]1CCCN1C(=O)[C@@H]1CCCN1C(=O)c1ccc(Cl)cc1	0	-11	12	/	-5	-4	-5	/
COc1ccc2c3c(n(C)c2c1)[C@H](CO)N(CC1CCCC1)CC31CN(C(=O)Nc2ccccc2)C1	8	11	0	-47	0	2	0	/
Cc1ccc(S(=O)(=O)N2[C@@H](c3ccc(Cl)cc3)C(C(=O)O)=CC[C@H]2c2ccc(Cl)c(Cl)c2)cc1	-5	-13	3	0	-1	8	0	-3
C[C@H](O)C#Cc1ccc2c(c1)O[C@H](CN(C)C(=O)CN(C)C)[C@@H](C)CN([C@H](C)CO)S2(=O)=O	/	/	-8	18	0	2	-3	23

Taken from above.
S100A4 MyoIIA, O=C(CN(Cc1ccc(F)cc1)C(=O)CCC(=O)Nc1nccs1)NCc1ccccc1 is entered as -5
FN deposit inh, NC(=O)Cc1ccc2c(c1)[nH]c1ccccc12 is entered as -8

(next part)
SMILES	FN deposit inh	PAX8 inh HTS	EWS-Fli block	PGC1a acetyl inh	ERAP1 inh	S100A4 MyoIIA	LGR2 antag	PglD inh
CC1=C(C(=O)Nc2cccc(C)c2C)C(c2cccs2)NC(=S)N1 (stereo unspecified)	0	1	/	/	/	/	11	-2
OC(CSc1ccccc1Cl)CN1CCN(c2ccc(F)cc2)CC1 (stereo unspecified)	-1	/	/	-3	/	/	-28	-3
Cc1cc(C(=O)N/N=C/c2cccnc2)cs1	4	-6	-5	8	0	-1	-3	/
C=C(C1=CCN(S(=O)(=O)C(C)(C)C)[C@H]1CCO)c1ccccc1	19	-16	3	-1	0	-2	-4	1
CC(C)(C)NC(=O)Nc1ccc(Br)cc1	-6	-83	-66	/	6	-1	-50	/
CCC(c1nnnn1Cc1cccs1)N1CCN(C(=O)c2ccco2)CC1 (stereo unspecified)	1	0	8	/	0	-7	25	/
COc1ccc(NC(=S)N2CCN(c3ccc4c(c3)C3CCN(C(=O)OCc5ccccc5)C4C3)CC2)c(OC)c1 (stereo unspecified)	/	-42	-36	-17	/	9	-36	-4
CCOc1ncccc1C(=O)Nc1cc(C(F)(F)F)ccc1N1CCOCC1	-6	-13	-11	-3	0	-4	-12	3
C[C@H](CO)N1C[C@H](C)[C@@H](CN(C)C(=O)C2CCC2)Oc2cc(-c3cccnc3)ccc2S1(=O)=O	15	/	-6	3	5	2	1	1
CCCCC(=Nc1ccccc1OC)C1=C(O)CC(c2ccccc2)CC1=O (stereo unspecified)	-12	-5	5	/	5	1	7	/
CNC(=O)Nc1ccc(C2SCCS2)cc1	-1	-6	-21	/	0	-2	-1	/
CC(C)NC(=O)Nc1ccc2c(c1)C(=O)N(C)[C@H]1CC[C@H](CC(=O)Nc3ccccc3F)O[C@@H]1CO2	-11	2	7	2	/	/	2	2
C[C@@H]1CN([C@@H](C)CO)C(=O)c2cccc(NC(=O)C3CCOCC3)c2O[C@@H]1CN(C)Cc1ccc2c(c1)OCO2	-6	-2	-4	8	-2	-2	-1	-1
COC(=O)c1ccc(C2/C(=C(\O)c3ccc4c(c3)OCCO4)C(=O)C(=O)N2CCCN2CCOCC2)cc1 (stereo unspecified)	-2	-18	/	/	-3	-1	-6	/
CC(C)CC(=O)OC(C)(C)[C@@H]1Cc2c(ccc3ccc(=O)oc23)O1	3	-17	2	/	-6	2	1	4
CO[C@H]1CN(C)C(=O)c2ccc(NS(C)(=O)=O)cc2OC[C@H](C)N(Cc2ccccc2)C[C@H]1C	/	15	-13	-1	-5	2	-34	-1
Cc1cc(NC(=O)Cn2cc([N+](=O)[O-])cn2)no1	1	7	-1	1	/	-4	1	0
CO[C@H]1CN(C)C(=O)c2cc(NC(=O)c3ccc(F)cc3)ccc2OC[C@@H](C)N(C(=O)CC2CC2)C[C@H]1C	-2	/	-1	29	/	/	-16	/
COCC(=O)N(C[C@@H]1N[C@@H](CO)[C@@H]1c1ccc(-c2ccccc2)cc1)C(C)C	11	1	-9	4	2	-2	-10	0
COc1cc2c(cc1OC)C(c1cccc(C)c1)CC(=O)N2 (stereo unspecified)	-5	-5	-1	/	-1	-2	-12	/
C[C@H](CO)N1C[C@H](C)[C@H](CN(C)C(=O)Nc2ccccc2)Oc2ccc(NC(=O)CCCCCC(=O)Nc3ccccc3N)cc2C1=O	/	-40	17	3	-1	4	8	/

Assay outcomes deposited in PubChem by Broad Institute.

No enrichment for hits. Share with any hit: about 2.1%.
